Bioassay records: PubChem, several laboratories
Yfh1-off respiration – mitochondrial function rescue without frataxin homolog – Friedreich's ataxia, plus single-dose screen, dose response (AID 1465). 0.074% of 220,000 active. fold induction at 50 µM, or EC50 in µM where a hit was titrated. S. cerevisiae Yfh1-off respiration, WST-1 reduction, 72 h; higher fold induction means a stronger effect;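 active = fold induction of absorbance versus untreated yeast above a set limit, then at least 30% activation at any dose in follow-up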;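 note: activators that raise dye reduction in frataxin-depleted yeast; strong numbers were not always called active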
PMI inhibition – human PMI inhibitors, high substrate, primary screen, biochemical, fluorescence intensity, high mannose 6-phosphate (AID 1220); recombinant PMI enzyme, coupled fluorescence intensity; higher % means a stronger effect; inhibition, % at 20 µM; hits with a dose series show IC50 in µM; 0.66% of 190,000 active
Dynein cargo inh – dynein cargo transport inhibition; 3617.4 mouse cells, GR-EGFP nuclear translocation imaging; test concentration mostly 20 µM; stimulated with dexamethasone, 1 µM; hits give low values; AID 1381; z-score, hits read low; 0.47% of 220,000 active;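 active = plate z-score of nuclear minus cytoplasmic receptor signal below a set negative limit, without overly bright fluorescence or cell loss, cut at about -3.5 in these data, passing the limit was not always enough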;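 note: z-score of nuclear minus cytoplasmic ring GR-EGFP intensity difference per well; some compounds called inactive have numbers as strong as hits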
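Buffer or medium – tet-free medium with charcoal-stripped serum · Signal – automated 10x imaging of fixed Hoechst-stained cells · Also added – dexamethasone agonist, 1.0 µM final, for 30 min · Incubation – induction 48 h, compound 1 h, agonist 30 min · Read-out – GR-EGFP nuclear translocation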
b-catenin transl – beta-catenin nuclear translocation modulation | HeLa beta-catenin nuclear translocation, immunofluorescence imaging | 0.3% of 190,000 active | nuclear translocation activity, % at 5 µM | AID 1665;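 active = nuclear translocation activity above 50% at 5 µM, with a well cell count of 50 or more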;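 note: per-cell ratio of nuclear to cytoplasmic median beta-catenin stain intensity; plate controls were DMSO negative control for no effect and GSK-3 inhibitor IX positive control for full effect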
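Test system: human HeLa cell line; Doses: 5 µM primary, 0.02–20 µM confirmation; Incubation: 24 h compound exposure, 37°C; Detection: beta-catenin immunofluorescence imaging with DAPI; Read-out: beta-catenin nuclear/cytoplasmic ratio, % activation.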
Autophagy mod – autophagy modulation, high-content screen. MEF GFP-LC3 puncta imaging; test concentration mostly 10 µM. calls only at 10 µM (by protocol). 0.98% of 190,000 active. AID 463193;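 active = percentage of spot-positive cells more than 3 SD above its plate mean, without a fluorescence outlier flag or 80% toxicity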;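 note: spot-positive cell cutoff set from DMSO-treated cells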
MT stabilizer – microtubule stabilization, imaging screen; HeLa tubulin immunostaining HCS, 24 h; share of cells brighter than vehicle mean+2SD; % tubulin-high responders, % at 10 µM; 0.83% of 200,000 active; AID 2205;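 active = plate Z-score above 3 for both tubulin-high and condensed-nucleus cell shares, with cell loss under 80%, at 10 µM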;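 note: anti alpha tubulin signal scored within the nucleus-defined area of each cell; some results filed as inactive read as strong as hits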
human PMI inhibition – MPI enzyme activity inhibition – biochemical, fluorescence intensity, coupled assay, primary screen (AID 1209); inhibition, % at 20 µM, or IC50 in µM where a hit was titrated; 0.42% of 190,000 active; purified PMI enzyme, coupled fluorescence intensity; higher % means a stronger effect;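 note: plate controls were DMSO vehicle for no effect and wells lacking substrate for full effect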
Ins promoter up – MIN6 insulin promoter up-regulation; 0.3% of 190,000 active; z-score at 5 µM; MIN6 insulin promoter-GFP reporter, high-content imaging; hits give high values;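 active = z-score above 3 at 5 µM with at least 500 cells counted in the well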
WT yeast gro inh – growth inhibition of WT yeast, mitochondrial fusion screen. 2.1% of 190,000 active. AID 1362. mitochondrial fusion phenotypic screen, WT strain. inhibition, % at 10 µM; in the data active = inhibition above about 58%; tested in S. cerevisiae
WT yeast gro inh mutant strain – further read-out of WT yeast gro inh, marked with its call; inhibition, %; mitochondrial fusion phenotypic screen, mutant strain inhibition
Dynein cargo inh cytoplasmic EGFP – recorded beside Dynein cargo inh, whose call it bears; z-score; measured here: cytoplasmic GR-EGFP intensity; hits give high values
Dynein cargo inh nuclear GR-EGFP – also measured in Dynein cargo inh; calls as there; z-score; measured here: nuclear GR-EGFP intensity;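 lower value marks the stronger effect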
Dynein cargo inh cell count – further read-out of Dynein cargo inh, marked with its call; z-score; measured here: cell count per field
Ins promoter up cell count – recorded beside Ins promoter up, whose call it bears; cell count; measured here: cytotoxicity, nuclei count;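 total cells summed across four imaged fields per well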
b-catenin transl cell count 5 µM – recorded beside b-catenin transl, whose call it bears; cell count; measured here: cell count, cytotoxicity flag
MT stabilizer Hoechst-high % – also measured in MT stabilizer; calls as there; % Hoechst-high responders; measured here: nuclear condensation Hoechst responders;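 share of cells brighter than vehicle mean plus two SD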
MT stabilizer cytotoxicity % – further read-out of MT stabilizer, marked with its call; toxicity, %; measured here: cytotoxicity by cell density;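 0% = mean cell density of plate MIN control wells and 100% = no cells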
Autophagy mod cell loss 18 h – second read-out of Autophagy mod, no call of its own (marks repeat the call); toxicity, %; measured here: cell loss, nuclei count;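 cell loss after 18 h compound exposure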
The depositor's hits bear a star; i = inactive; nt = not tested or not shown; & = joins results of further samples. Cut-off read from the data, not from the text of the source, unless noted: active = inhibition above about 50%; inactive = the rest.

SMILES	Yfh1-off respiration	PMI inhibition	Dynein cargo inh	Dynein cargo inh cytoplasmic EGFP	Dynein cargo inh nuclear GR-EGFP	Dynein cargo inh cell count	b-catenin transl	b-catenin transl cell count 5 µM	Autophagy mod	Autophagy mod cell loss 18 h	MT stabilizer	MT stabilizer Hoechst-high %	MT stabilizer cytotoxicity %	human PMI inhibition	Ins promoter up	Ins promoter up cell count	WT yeast gro inh	WT yeast gro inh mutant strain
CCOC(=O)N1CCC(NC(=O)c2ccc3c(c2)ncn3C2CCCC2)CC1	nt	-7%	-0.64	-0.38	-0.51	1.3	-0.4	1362	i	7	3.4	3.8	10	-11%	-0.05	1661	5	12
COc1ccc(N2CCN(C(c3nnnn3CCc3ccccc3)C(C)C)CC2)cc1 (stereo unspecified)	i	16%	-0.17	-0.21	0.27	-0.66	-4.0	1125	i	15	3.8	1.4	1.7	14%	0.03	1188	6	17
CCOc1ccc(NC(=NCc2ccc3c(c2)OCO3)SC2CC(=O)N(c3ccc(OCC)cc3)C2=O)cc1 (stereo unspecified)	i	2%	1.9	-0.18	1.3	-1	0.2	969	i	11	25*	10*	18*	-3%	-0.29	1097	2	0
Cc1nnc(SCC(=O)NCc2ccccc2)n1-c1ccccc1	i	-11%	0.23	-0.27	0.23	0.87	nt	nt	i	-12	3.1	2.6	7.1	-13%	nt	nt	-35	-40
Cc1ccc(C(=O)N2CCN(C(=O)c3ccc(C)cc3)C2)cc1	i	-12%	0.41	0.43	0.71	0.15	-4.6	1090	i	13	1.8	1.8	4.6	-9%	-0.02	1422	-7	15
CC(=O)Nc1nnc(-c2c(-c3c(Cl)cccc3Cl)noc2C)o1	i	nt	-0.72	-0.24	-0.45	0.34	-1.0	1306	nt	nt	nt	nt	nt	nt	0.03	1441	nt	nt
O=C(Cn1ncc2ccccc21)N1CCc2ccccc21	i	9%	-0.6	-0.2	-0.11	1.5	-2.7	1135	i	14	2.3	1.8	3.1	6%	0.92	1840	0	-5
CC(C)(C)c1ccc(C(=O)NNC(=S)NCC2CCCO2)cc1 (stereo unspecified)	i	-1%	-0.59	-0.31	-0.43	0.54	nt	nt	i	-4	1.4	2.6	9.4	-1%	-0.05	1280	-5	-10
Cc1ccccc1OCC(=O)N(CC(C)C)c1c(N)n(CC(C)C)c(=O)[nH]c1=O	i	nt	0.35	-0.2	-0.069	0.21	-0.5	1050	nt	nt	nt	nt	nt	nt	0.89	1550	nt	nt
COc1ccccc1N1CCN(C(=O)c2ccc(NC(C)=O)cc2)CC1	i	1%	0.53	-0.12	1.1	-1.3	nt	nt	i	8	5.8	3.0	10	-1%	nt	nt	-8	-32
CS(=O)(=O)N1CCN(c2cccc(Cl)n2)CC1	i	6%	-0.3	-0.067	-0.0028	0.38	-2.8	1005	i	2	1.4	1.4	8.9	5%	nt	nt	4	0
CCc1ccccc1NC(=S)N1CCN(c2ccccn2)CC1	i	-4%	-0.48	-0.15	-0.35	0.23	-2.0	982	i	8	1.9	4.9	2.9	-2%	0.16	1232	1	2
CCOc1ccc(Cl)cc1S(=O)(=O)N1CCCC1	i	-4%	-0.21	-0.022	-0.15	0.42	nt	nt	i	10	0.8	1.2	5.8	2%	0.42	642	-11	-11
O=C(Nc1ccc2c(c1)OCO2)c1cncc(Br)c1	i	4%	-0.71	-0.22	-0.12	0.53	0.0	836	i	1	5.6	2.7	10	5%	0.86	1319	-16	-10
O=C(Nc1nnc(-c2cccs2)s1)c1cccc(F)c1	i	12%	-0.13	-0.19	0.037	-0.32	-0.9	985	i	-4	2.4	3.1	4.3	9%	1.2	1032	13	3
N#CCCN(C(=O)CO/N=C/c1cccc([N+](=O)[O-])c1)c1ccccc1	i	-13%	-0.59	-0.19	-0.14	0.2	2.0	1159	i	12	2.2	1.5	3.3	-16%	-0.01	1167	-3	2
CN(CCO)c1nc(N)c(C#N)c(CC#N)c1C#N	i	nt	-1	-0.2	-0.64	1.5	-0.9	1061	nt	nt	nt	nt	nt	nt	-0.78	1459	nt	nt
Cc1c(CN2CCC(CO)(CCOc3ccccc3)CC2)c(=O)n(-c2ccccc2)n1C	i	14%	-1	-0.24	-0.57	1.1	-1.4	1017	i	-20	4.3	1.9	9.1	13%	0.05	1437	-13	-4
C=C(C)C(=O)Nc1cccc(C2=NOC3(C2)C[C@H](C(N)=O)N(C(=O)CC)C3)c1 (stereo partly specified)	i	nt	1.6	-0.78	0.88	-1.1	-1.5	1065	nt	nt	nt	nt	nt	nt	0.39	782	nt	nt
CCCCN1CN=C(Nc2nc3ccccc3o2)NC1	i	10%	0.66	-0.25	-0.67	0.74	2.4	1373	i	-4	2.8	1.5	4.0	14%	0.82	1329	2	-17
O=C1c2ccccc2-c2nc3ccccc3n21	i	nt	-0.19&-0.25	-0.26&-0.23	0.43&-0.49	-0.22&0.071	-1.4	1322	i	-4	4.2	2.3	6.6	nt	-0.21	1030	-13	-5
CCOC(=O)c1sc(/N=C/c2c(C)[nH]n(-c3ccccc3)c2=O)c(C#N)c1C	nt	-7%	-0.45	-0.25	0.43	0.24	nt	nt	i	1	1.3	1.1	3.0	-5%	nt	nt	77*	8.9*
CCOC(=O)c1noc(C)c1C(=O)Nc1cccc(F)c1	i	4%	1.7	-0.18	0.055	-1.2	2.9	1054	i	4	1.7	1.3	3.2	5%	0.24	1761	-5	13
O=C(NCc1ccncc1)Nc1cccc([N+](=O)[O-])c1	i	13%	1.9	-0.061	1.2	-1.7	-0.4	985	i	16	2.7	0.9	0.9	16%	2.2	1603	7	7
CCOc1cc(C)c(S(=O)(=O)N2CCCC2)cc1C	i	12%	-0.041	-0.27	-0.22	0.37	0.6	576	i	-3	3.5	2.6	9.7	5%	nt	nt	-17	27
CCCn1c(SCC(=O)Nc2nnc(CC)s2)nnc1-c1ccncc1	i	6%	0.032	-0.33	0.43	0.64	1.2	825	i	-9	1.4	0.5	0.6	2%	0.31	1564	-1	2
O=c1c(Br)c(N2CCCCC2)cnn1-c1ccccc1	i	-11%	-0.51	-0.39	-0.25	0.77	1.6	1076	i	-3	4.3	3.2	8.4	-13%	-0.39	1167	-7	15
CCOC(=O)N1CCN(c2ccc(Cl)c(Cl)c2)CC1	i	8%	0.72	-0.26	-0.42	-0.045	1.7	935	i	-7	2.1	1.7	6.9	12%	0.06	1403	36	22
Cc1cccc(CNC(=O)c2ccccc2N)c1	i	-1%	-0.91	-0.28	-0.5	-0.3	nt	nt	i	-7	3.0	3.1	7.0	0%	nt	nt	-14	-21
CN(C)CCCN(C(=O)CCc1ccccc1)c1nc2ccc(Br)cc2s1	i	-19%	4.2	0.55	1.4	-3	-0.7	1089	i	2	2.8	2.7	8.9	-9%	-2.7	831	92	94
O=C(c1cc(-c2ccccn2)nc2c(Cl)cccc12)N1CCN(C(=O)C2CCCO2)CC1 (stereo unspecified)	i	1%	0.56	-0.25	0.19	0.15	2.8	1114	i	0	3.5	2.5	9.8	2%	-0.56	1198	-5	-3
COc1ccc(-n2nc(C(=O)Nc3ccc4c(c3)OCO4)c3ccccc3c2=O)cc1	nt	15%	-0.64	-0.22	-0.084	0.092	nt	nt	i	-11	9.6	1.6	0.1	14%	-0.33	1295	8	-2
Nc1nonc1C(=O)OCC(=O)N1CCCCC1	i	-11%	-0.27	-0.2	0.045	-0.21	-0.4	1181	i	-21	2.2	2.1	11	-2%	0.8	893	3	0
COc1cccc(CNC(=O)CNC(=S)N(Cc2ccccc2)Cc2ccccc2F)c1	i	-4%	2.1	0.2	0.72	-0.64	-2.2	1081	i	-4	4.1	1.6	0.6	0%	-0.75	1230	72*	4.1*
COC(=O)CC(NC(=O)c1cccs1)c1ccc(OC)c(OC)c1 (stereo unspecified)	i	5%	0.4	-0.29	0.37	0.099	-2.8	1128	i	0	5.1	4.1	6.0	2%	0.01	1418	-6	32
O=C(Nc1ccc2c(c1)OCCO2)C1CCN(c2cnccn2)CC1	i	0%	0.86	-0.18	0.56	-0.91	-7.0	1236	i	-1	2.7	1.9	2.4	-1%	-0.82	1286	-19	9
O=c1c2ccccc2nc(SCc2nnc(-c3ccccc3Br)o2)n1-c1ccccc1	i	-2%	-1.2	0.64	-0.36	0.66	-1.1	1183	i	-7	4.9	3.1	3.6	0%	nt	nt	1	-24
CS(=O)c1ccccc1COC(=O)Nc1ccc(Cl)cc1 (stereo unspecified)	i	10%	-0.36	-0.24	-0.37	0.45	4.4	1038	i	10	4.6	1.9	5.7	6%	1.6	1702	4	20
CCc1cc(C(=O)Cc2nc3ccccc3s2)c(O)cc1OCC(=O)O	i	nt	0.52	-0.29	-0.16	0.093	1.2	1066	nt	nt	nt	nt	nt	nt	-0.08	1415	nt	nt
CSc1ccccc1-n1nnnc1SCC(=O)Nc1cc(C)ccc1C	i	-1%	-0.18	-0.07	-0.019	0.83	0.0	1258	i	3	1.2	1.6	16	7%	-0.93	927	3	-24
